Screening data as filed in PubChem BioAssay.
TRPC6 act = activators of mouse TRPC6 channel | B-score at 10 µM | 0.13% of 310,000 active | AID 2550 | Q61143 | HEK293-TRPC6 membrane potential dye fluorescence; active compounds read high;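 active means B-score of the integrated fluorescence ratio above library mean plus 3 SD, and starting fluorescence ratio within library mean plus 5 SD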;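 further: higher score means more depolarization so channel activation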
Target sequence (Q61143 whole entry, looked up): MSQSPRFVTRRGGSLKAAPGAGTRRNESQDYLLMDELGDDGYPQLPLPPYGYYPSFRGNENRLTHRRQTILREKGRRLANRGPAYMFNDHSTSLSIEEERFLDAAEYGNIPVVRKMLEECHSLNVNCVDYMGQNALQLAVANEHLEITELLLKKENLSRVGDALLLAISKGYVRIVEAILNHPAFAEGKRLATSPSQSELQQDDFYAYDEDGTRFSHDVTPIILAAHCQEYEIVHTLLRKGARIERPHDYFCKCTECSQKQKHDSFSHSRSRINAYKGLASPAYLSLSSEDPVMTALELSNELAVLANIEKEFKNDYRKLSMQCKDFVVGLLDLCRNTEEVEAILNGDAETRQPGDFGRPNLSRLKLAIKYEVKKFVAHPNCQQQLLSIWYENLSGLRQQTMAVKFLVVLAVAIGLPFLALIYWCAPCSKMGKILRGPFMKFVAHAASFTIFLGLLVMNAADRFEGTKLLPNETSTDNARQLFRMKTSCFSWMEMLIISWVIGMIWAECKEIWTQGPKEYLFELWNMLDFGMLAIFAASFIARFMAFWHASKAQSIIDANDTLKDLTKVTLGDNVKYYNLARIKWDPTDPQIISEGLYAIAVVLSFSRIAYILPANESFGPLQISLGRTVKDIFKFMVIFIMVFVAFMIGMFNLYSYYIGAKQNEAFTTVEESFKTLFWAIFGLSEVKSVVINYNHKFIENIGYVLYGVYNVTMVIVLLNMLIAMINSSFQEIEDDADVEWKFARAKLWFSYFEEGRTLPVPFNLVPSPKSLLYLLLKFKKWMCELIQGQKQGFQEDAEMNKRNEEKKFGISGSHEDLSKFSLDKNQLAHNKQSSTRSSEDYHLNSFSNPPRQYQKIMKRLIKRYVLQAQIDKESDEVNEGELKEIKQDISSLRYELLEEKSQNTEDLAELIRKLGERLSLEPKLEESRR
MrgX1 ag = human MrgX1 receptor agonism, primary screen | Q96LB2 | 0.44% of 310,000 active | B-score at 10 µM | AID 588627 | MrgX1-HEK293 cells, Fluo-4 calcium fluorescence, agonist mode; active compounds read high;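 active means calcium response B-score plate-corrected fluorescence ratio at least 3 library SD, with starting fluorescence B-score inside 5 SD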
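times = overnight plating, then 30 min 37 °C plus 30 min room-temperature dye loading | assay system = stable human MrgX1 HEK293 cell line | input = fifteen thousand cells per well | signal = kinetic calcium dye fluorescence, Fluo-4 NW | dosing = compound delivered in addition one of three | read-out = B-scored fluorescence response ratio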
PolyA inhibitor = inhibitors of polyadenylation in S. cerevisiae. AID 1875. 0.02% of 300,000 active. S. cerevisiae SKY197-pL101 polyadenylation reporter, beta-gal luminescence; efflux-impaired pdr1/pdr3 knockout yeast; score 100 = 6 SD above DMSO. calls only at 12 µM;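 active means lowest replicate activity score at least 50, where 100 means six control SD above control mean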;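 further: yeast exposed to compound for 9 h at 30 °C; higher score means more reporter readthrough which indicates perturbed polyadenylation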
AI-2 QS modul = modulates the Vibrio harveyi AI-2 quorum sensing system. Vibrio harveyi JMH597 AI-2 luminescence/OD600 ratio, 9 h; active compounds read low; strain lacks LuxN and CqsS sensors; 0 = neutral-control median. activity change, % at 7.5 µM. 0.4% of 300,000 active. AID 2094; in the data active means activity change below about -75%, passing the limit was not always enough;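 further: luminescence divided by OD600 gain over 9 h not by final OD600 alone; inactives centre near 13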
TRPC4 potent = allosteric potentiators of mouse TRPC4 channel. Q9QUQ5. B-score at 10 µM. AID 2227. 0.42% of 310,000 active. HEK293 TRPC4beta/mu-opioid, DAMGO EC20, Fluo-4 Ca2+ flux; active compounds read high;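 active means B-score of calcium response area above 5 SD of library B-scores, with initial fluorescence ratio within 5 SD of library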;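 further: B-score of integrated fluorescence ratio over time as area under calcium response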
MrgX1 allo act = allosterically activates human MrgX1 receptor signaling; Q96LB2; B-score at 10 µM; MrgX1-HEK293, Fluo-4 calcium flux, FDSS; active compounds read high; AID 588675; 0.63% of 310,000 active;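 active means plate-corrected calcium response at least 3 library SD above typical, normal starting fluorescence, not activating the receptor alone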;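 further: compound read alongside a low EC10 to EC30 dose of BAM8-22 agonist; peak minus trough fluorescence over baseline measured at the second addition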
TRPC6 inh = inhibitors of mouse TRPC6 channel | Q61143 | HEK293-TRPC6, membrane potential dye, ACh-evoked depolarization; active compounds read low | B-score at 10 µM | 1.1% of 310,000 active | AID 2553;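 active means B-score under library mean minus 3 SD, initial fluorescence not abnormally high, positive integrated signal ratio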;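 further: B-score derived from integrated fluorescence ratio over the kinetic read; more negative B-score means stronger inhibition of depolarization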
MrgX1 antag = antagonists of human MrgX1 receptor | AID 588676 | Q96LB2 | MRGX1-HEK293 calcium flux, Fluo-4, BAM8-22 antagonism; active compounds read low | 1.3% of 310,000 active | B-score at 10 µM;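 active means calcium-response B-score plate-corrected more than 3 library SD below zero, starting fluorescence within 5 deviations, no agonist response on first addition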;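 further: peak minus trough fluorescence over baseline after final BAM8-22 challenge near maximal dose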
HIF activator = HIF pathway transcriptional activation. 0.32% of 300,000 active. activation, % at 7.5 µM (by protocol). U2OS HRE-luciferase reporter, luminescence; normalized: DMSO 0%, desferrioxamine 100%;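 active means mean activation of at least 10% of the iron chelator positive control signal, with at least half of replicates also reaching 10%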
TRPC4 inh = blocks the mouse TRPC4 cation channel; HEK293 TRPC4beta/mu-opioid, DAMGO-evoked Fluo4 calcium flux; active compounds read low; 0.39% of 300,000 active; B-score at 10 µM;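 active means B-score over 3 SD under the library average, no early fluorescence shift, positive overall ratio signal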
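Material: HEK293 cells with stable TRPC4beta plus mu-opioid receptor expression / Probe or stimulus: DAMGO in two steps, submaximal then maximal / Compound: single concentration per test compound / Technique: kinetic Fluo4 fluorescence imaging of calcium influx / Read-out: per-well B score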
TRPC4 act = activators of mouse TRPC4 channel; Q9QUQ5; HEK293 TRPC4beta/mu-opioid, Fluo4 calcium fluorescence; active compounds read high; B-score at 10 µM; 0.49% of 310,000 active; AID 2237;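 active means B-score above 5 SD of library B-scores, and initial fluorescence ratio not above library mean plus 5 SD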;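 further: positive B-score marks a calcium rise read as TRPC4 activation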
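Assay system: HEK293 stable line with TRPC4beta plus mu-opioid receptor; schedule: 45 min room-temperature Fluo4 loading, 110 s read; technique: kinetic Fluo4 calcium fluorescence; evaluation: integrated baseline-normalised fluorescence ratio, converted to per-well B score; controls: buffer (low) and maximal DAMGO (high)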
* hit, by the source's call; i = inactive; x = not tested or not shown. This is a subset. The share of hits here may be higher or lower than overall.

SMILES	TRPC6 act	MrgX1 ag	PolyA inhibitor	AI-2 QS modul	TRPC4 potent	MrgX1 allo act	TRPC6 inh	MrgX1 antag	HIF activator	TRPC4 inh	TRPC4 act
O=c1[nH]c2ccc(NS(=O)(=O)c3ccc(Cl)cc3)cc2[nH]1	i	i	i	10	i	i	i	i	0.2	i	i
COC(=O)c1sccc1NC(=O)CNC(=O)c1ccccc1	i	i	i	6	i	i	i	i	-0.3	i	i
O=C(NC1CCCC1)C1CCN(C(=O)c2ccccc2Cl)CC1	i	i	i	14	i	i	i	i	-0.1	i	i
O=C(COC(=O)c1ccccc1NC(=O)C1CC1)c1ccc2c(c1)OCCO2	i	i	i	8	i	i	i	i	1.5	i	i
CCOC(=O)c1cc(NC(=O)/C=C\C(=O)O)ccc1Cl	i	i	i	-1	i	i	i	i	0.0	i	i
COc1ccc(Cc2nc3ccc(C(=O)N4CCCCC4CCO)cc3o2)cc1 (stereo not drawn)	i	i	i	1	i	i	i	i	0.3	i	i
Nc1ncc(Br)cc1S(=O)(=O)Nc1ccccc1F	i	i	i	-5	i	i	i	i	-0.7	i	i
Cc1ccc(CC2C(=O)N(c3ccc(C)cc3)C(=O)C2C)cc1 (stereo not drawn)	i	i	i	5	i	i	i	i	1.0	i	i
O=C(O)c1ccc(-c2ccc(OS(=O)(=O)c3ccccc3F)cc2)cc1	i	i	i	13	i	i	i	i	0.3	i	i
COc1cc2c(cc1OC)C(c1ccc3c(c1)OCO3)CC(=O)N2 (stereo not drawn)	i	i	i	8	i	i	i	i	0.1	i	i
Cc1nc(N)c(CC(Br)CBr)c(Cl)n1 (stereo not drawn)	i	i	i	23	i	i	i	i	x	i	i
Cc1ccc(C(=O)N2CCN(C)CC2)cc1S(=O)(=O)N1CCOCC1	i	i	x	12	i	i	i	i	0.2	i	i
CCCCc1c(O)nc(SCC(=O)Nc2ccc(C)cc2)n(-c2ccc(OC)cc2)c1=O	i	i	i	7	i	i	i	i	-0.2	i	i
COc1ccc(NC(=O)c2nc[nH]c2C(=O)N(C)Cc2ccccc2)cc1	i	i	i	6	i	i	i	i	-0.3	i	i
COc1ccccc1NC(=O)NCC(c1ccco1)N1CCCCC1 (stereo not drawn)	i	i	i	28	i	i	i	i	-0.8	i	i
Cc1cc(NC(=O)Nc2ccccc2)n(C(C)(C)C)n1	i	i	i	-1	i	i	i	i	0.5	i	i
O=C(NCSc1ccccc1)c1ccccc1	i	i	i	19	i	i	i	i	2.6	i	i
NC(=O)CSc1nnc(CSc2ncccn2)n1-c1ccccc1	i	i	i	21	i	i	i	i	-0.3	i	i
Cc1cc(NC(=O)c2ccccc2)n(C)n1	i	i	i	19	i	i	i	i	0.9	i	i
COc1cc2nc(Cl)nc(N3CCOCC3)c2cc1OC	i	i	i	21	i	i	i	i	0.6	i	i
Cc1c(Cl)cccc1NC(=O)CCN1CCCCCC1	i	i	i	6	i	i	i	i	-0.5	i	i
CCCN(Cc1cc2cc(OC)ccc2[nH]c1=O)C(=O)c1ccncc1	i	i	i	17	i	i	i	i	2.2	i	i
Cc1cc(=O)[nH]c(Nc2ccccc2C)n1	i	i	i	-9	i	i	i	i	-1.4	i	i
CN(C(=O)c1cccc(N2C(=O)C3C4C=CC(C4)C3C2=O)c1)C1CCCCC1 (stereo not drawn)	i	i	i	18	i	i	i	i	1.3	i	i
COc1ccccc1NC(=O)C(NC(=O)OC(C)(C)C)C(C)OCc1ccccc1 (stereo not drawn)	i	i	i	22	i	i	i	i	-0.3	i	i
Cc1ccc(S(=O)(=O)NCC2CCC(C(=O)NCCCOC(C)C)CC2)cc1 (stereo not drawn)	i	i	i	30	i	i	i	i	-2.4	i	i
CCOc1cc(NS(=O)(=O)CC)c(OCC)cc1NC(=O)c1ccco1	i	i	i	13	i	i	i	i	-0.6	i	i
Nc1c(C(=O)Nc2ccc3c(c2)OCCO3)nnn1Cc1ccc(Br)cc1	i	i	i	21	i	i	i	i	4.8	i	i
Cc1nn(C)cc1C(=O)Nc1c(C)nn(Cc2ccccc2Cl)c1C	i	i	i	3	i	i	i	i	0.0	i	i
CC(=O)N(c1ccc(C)cc1)C1C=CS(=O)(=O)C1 (stereo not drawn)	i	i	i	-4	i	i	i	i	x	i	i
O=C1CC(Cc2ccc(Cl)cc2)C(=O)N1c1ccccn1 (stereo not drawn)	i	i	i	23	i	i	i	i	0.4	i	i
CCN(C(=O)CSc1nnc(COc2ccccc2F)n1N)C1CCS(=O)(=O)C1 (stereo not drawn)	i	i	i	-4	i	i	i	i	-0.1	i	i
CN(C)C(=O)COc1ccc(C(=O)/C=C/c2cccnc2)cc1	i	i	i	28	i	6.9*	i	i	-0.9	i	i
C/C(=N\Nc1ccc(Cl)c(C(=O)O)c1)c1cccs1	i	i	i	2	i	i	i	i	0.3	i	i
CCOC(=O)c1cccc(NC(=O)c2ccco2)c1	i	i	i	-2	i	i	i	i	1.3	i	i
CC(C)c1ccc(-c2nc(N3CCCCCC3)nc3n[nH]c(N)c23)cc1	i	i	i	20	i	i	i	i	-0.9	i	i
Cc1nc(NCC2CCCO2)[nH]c(=O)c1CCC(C)C (stereo not drawn)	i	i	i	29	i	i	i	i	0.3	i	i
CC(C)c1ccc(NC2CCCN(C(=O)c3ccsc3)C2)cc1 (stereo not drawn)	i	i	i	23	i	i	i	i	0.6	i	i
O=S(=O)(c1ccccc1)c1nc(-c2ccccc2Cl)oc1NCCN1CCOCC1	i	i	i	x	i	i	i	i	-0.2	i	i
N#CCSc1nc2ccccc2c(=O)n1CC1CCCC1	i	i	i	2	i	i	i	i	-0.2	i	i

Among those listed so far, these contain a tert-butyl group.
SMILES	TRPC6 act	MrgX1 ag	PolyA inhibitor	AI-2 QS modul	TRPC4 potent	MrgX1 allo act	TRPC6 inh	MrgX1 antag	HIF activator	TRPC4 inh	TRPC4 act
Cc1cc(NC(=O)Nc2ccccc2)n(C(C)(C)C)n1	i	i	i	-1	i	i	i	i	0.5	i	i
COc1ccccc1NC(=O)C(NC(=O)OC(C)(C)C)C(C)OCc1ccccc1 (stereo not drawn)	i	i	i	22	i	i	i	i	-0.3	i	i

New compounds follow.
SMILES	TRPC6 act	MrgX1 ag	PolyA inhibitor	AI-2 QS modul	TRPC4 potent	MrgX1 allo act	TRPC6 inh	MrgX1 antag	HIF activator	TRPC4 inh	TRPC4 act
COC(=O)c1ccc(COc2ccc(/C=C(\C#N)c3nc4ccccc4[nH]3)cc2OC)o1	i	i	i	37	i	i	i	i	0.3	x	i
COc1ccc(-c2nc(=S)c3c([nH]2)Oc2ccc(C)cc2C3)cc1O	i	i	i	12	i	i	i	i	0.2	i	i
CC(=O)c1ccc(NC(=O)CN(C)CC(=O)Nc2cccc(F)c2)cc1	i	i	i	23	i	i	i	i	0.0	i	i
COc1ccccc1CNC(=O)c1cc2c(s1)CS(=O)(=O)C2	i	i	i	9	i	i	i	i	0.3	i	i
Cc1nn2c(N3CCN(CCO)CC3)c3c(nc2c1-c1ccccc1)CCCC3	i	i	i	25	i	i	i	i	x	i	i
O=C(CN1CCN(Cc2ccccc2)CC1)N/N=C/c1ccco1	i	i	i	7	i	i	i	i	-0.3	i	i
CC(C)CC(OC(=O)c1ccco1)C(=O)NCC1CCCO1 (stereo not drawn)	i	i	i	17	i	i	i	i	0.5	i	i
Cc1cc(NC(=O)NC(C(F)(F)F)C(F)(F)F)no1	i	i	i	1	i	i	i	i	0.3	i	i
COc1cc(NC(=S)N2CCN(C(=O)C3CCCO3)CC2)c(OC)cc1Cl (stereo not drawn)	i	i	i	-3	i	i	i	i	0.3	i	i
CCS(=O)(=O)N1CCCC(C(=O)NC2CCC(C)CC2)C1 (stereo not drawn)	i	i	i	17	i	i	i	i	0.9	i	i
COc1ccc(CC(=O)Nc2cc(C)on2)cc1	i	i	i	17	i	i	i	i	0.2	i	i
O=[N+]([O-])c1cccc(S(=O)(=O)N2CCN(c3ccccn3)CC2)c1	i	i	i	-6	i	i	i	i	2.1	i	i
O=C(c1cccs1)c1coc2ccc(O)c(CN(CCO)CCO)c12	i	i	i	-2	i	i	i	i	-0.1	i	i
O=C(COC(=O)c1ccccc1NCCO)Nc1cccc(S(=O)(=O)NC2=NCCCCC2)c1	i	i	i	-1	i	i	i	i	-1.3	i	i
CCCc1cc(=O)oc2c(CN3CCCC3)c(O)c(Cl)cc12	i	i	i	23	i	i	i	i	-1.3	i	i
COc1ccc(N(CC(=O)NCc2ccccc2)S(=O)(=O)c2c(C)n[nH]c2C)cc1	i	i	i	12	i	i	i	i	-0.5	i	i
COC(C[C@H](O)[C@H](C)[C@@H](O)COCc1ccccc1)OC	i	x	i	4	i	x	i	x	-0.3	i	i
CC(=O)Nc1cccc(/C(C)=N/NC(N)=S)c1	i	i	i	25	i	i	i	i	1.1	i	i
O=C(/C=C/c1cccc([N+](=O)[O-])c1)N1CCN(Cc2ccccc2)CC1	i	i	i	1	i	i	i	i	-17	i	i
N#Cc1cccc(NC(=O)Cn2cnc(S(=O)(=O)N3CCc4ccccc43)c2)c1	i	i	i	22	i	i	i	i	0.1	i	i
Cc1cccc(C)c1OCC(=O)Nc1ccccc1N1CCCCC1	i	i	i	4	i	7.4*	i	i	-0.1	i	i
O=C(c1ccc2c(c1)N(Cc1ccc(F)cc1)C(=O)c1ccccc1S2(=O)=O)N1CCN(c2ccccn2)CC1	i	i	i	20	i	i	i	i	-0.2	i	i
Clc1ccc(-c2nc3ccccc3n2OCc2ccccc2)cc1	i	i	i	4	i	i	i	i	0.9	i	i
Cc1ccc(C2(c3noc(CN4CCC(C(=O)N5CCOCC5)CC4)n3)CCCC2)cc1	i	i	i	10	i	i	i	i	0.3	i	i
Cc1nc2sc(C(c3cccs3)N3CCOCC3)c(O)n2n1 (stereo not drawn)	i	i	i	29	i	i	i	i	0.1	i	i
CN(C)c1cccc2c1c(NC(=O)Nc1ccccc1)nn2C	i	i	i	5	i	i	i	i	0.5	i	i
COc1ccc(S(=O)(=O)N2CCCC2)c2ccccc12	i	i	i	4	i	i	i	i	-21	i	i
O=C(Nc1nnc(SCc2ccc(F)cc2)s1)c1ccc2c(c1)C(=O)N(c1ccccc1Cl)C2=O	i	i	i	18	i	i	i	i	-0.4	i	i
Cc1cccc(NC(=S)NCCc2ccccc2)c1C	i	i	i	-2	i	i	i	i	0.5	i	i
